FXN GAA850 act: FXN promoter activators, primary screen, cell-based, luciferase luminescence, HEK293 lucGAA850. 0.56% of 360,000 active. HEK293 lucGAA850 FXN promoter luciferase reporter, 24 h; percent of 10 µM SAHA response. activation, % at 6 µM;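 active = activation above the average of all compounds screened plus 3 SD, cutoff fixed separately per campaign, cut at about 7.5% in these data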;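 note: 0% = DMSO wells and 100% = 10 µM SAHA wells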
DDE Tn6 FP inh: inhibitors of Tn6 peptide binding to fibrin DD(E), primary screen, biochemical, fluorescence polarization, human fibrin, Tn6 probe | Fibrin DD(E) TRITC-Tn6 fluorescence polarization displacement | inhibition, % at 8.3 µM | Fibrinogen beta chain (Homo sapiens), P02675 | 0.21% of 370,000 active;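 active = inhibition above a per-campaign cutoff: mean of compounds within control limits plus 3 SD, cut at about 15% in these data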;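 note: 0% = median of all compound wells on the plate and 100% = blocking peptide control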
ARFGAP1 inhibitor: inhibitors of rat ARFGAP1 GAP activity, primary screen, biochemical, fluorescence polarization, GDP tracer. ADP-ribosylation factor GTPase-activating protein 1 (Rattus norvegicus), Q62848. Arfgap1-stimulated ARF1 GTP hydrolysis, GDP FP detection. inhibition, % at 16.5 µM. 0.26% of 360,000 active. AID 651572, 2012;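 active = inhibition above a per-plate limit, mean inhibition of low control wells plus 3 SD, cut at about 25% in these data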;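 note: 0% = DMSO wells with enzyme and 100% = wells lacking Arfgap1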
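Replicates: Single well per compound | Assay system: Truncated rat Arfgap1 GAP domain | Control set: No-Arfgap1 wells (100%) versus DMSO full-reaction wells (0%) | Times: Enzyme reaction 120 min at 25 °C after 20 min preincubation | Reagent: Human ARF1(Δ1-17)-GTP substrate | Measured by: Tracer-displacement fluorescence polarization with EDTA stop, 620/688 nm | Measure: Percent inhibition of Arfgap1-stimulated GTP hydrolysis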
rCAG binder: binders of r(CAG) RNA repeats, primary screen, biochemical, fluorescence; r(CAG) RNA repeat, TO-PRO-1 dye displacement fluorescence; inhibition, % at 3 µM; 1.3% of 370,000 active;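 active = inhibition above the plate cutoff, the mean of all test compounds on that plate plus 3 SD, cut at about 35% in these data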;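 note: 0% = DMSO alone and 100% = 100 µM mitoxantrone as full dye displacement; higher means more dye released from RNA so lower well fluorescence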
NPR1 activator: GC-A stimulated cGMP production enhancers – HEK293 GC-A cells, cGMP TR-FRET, EC30 ANP, primary screen; Atrial natriuretic peptide receptor 1 (Homo sapiens), P16066; activation, % at 10 µM; 0% at EC30 ANP, 100% saturating ANP; 0.14% of 370,000 active; AID 1671463, 2021; in the data active = activation above about 40%
Target sequence (P16066 whole entry, looked up): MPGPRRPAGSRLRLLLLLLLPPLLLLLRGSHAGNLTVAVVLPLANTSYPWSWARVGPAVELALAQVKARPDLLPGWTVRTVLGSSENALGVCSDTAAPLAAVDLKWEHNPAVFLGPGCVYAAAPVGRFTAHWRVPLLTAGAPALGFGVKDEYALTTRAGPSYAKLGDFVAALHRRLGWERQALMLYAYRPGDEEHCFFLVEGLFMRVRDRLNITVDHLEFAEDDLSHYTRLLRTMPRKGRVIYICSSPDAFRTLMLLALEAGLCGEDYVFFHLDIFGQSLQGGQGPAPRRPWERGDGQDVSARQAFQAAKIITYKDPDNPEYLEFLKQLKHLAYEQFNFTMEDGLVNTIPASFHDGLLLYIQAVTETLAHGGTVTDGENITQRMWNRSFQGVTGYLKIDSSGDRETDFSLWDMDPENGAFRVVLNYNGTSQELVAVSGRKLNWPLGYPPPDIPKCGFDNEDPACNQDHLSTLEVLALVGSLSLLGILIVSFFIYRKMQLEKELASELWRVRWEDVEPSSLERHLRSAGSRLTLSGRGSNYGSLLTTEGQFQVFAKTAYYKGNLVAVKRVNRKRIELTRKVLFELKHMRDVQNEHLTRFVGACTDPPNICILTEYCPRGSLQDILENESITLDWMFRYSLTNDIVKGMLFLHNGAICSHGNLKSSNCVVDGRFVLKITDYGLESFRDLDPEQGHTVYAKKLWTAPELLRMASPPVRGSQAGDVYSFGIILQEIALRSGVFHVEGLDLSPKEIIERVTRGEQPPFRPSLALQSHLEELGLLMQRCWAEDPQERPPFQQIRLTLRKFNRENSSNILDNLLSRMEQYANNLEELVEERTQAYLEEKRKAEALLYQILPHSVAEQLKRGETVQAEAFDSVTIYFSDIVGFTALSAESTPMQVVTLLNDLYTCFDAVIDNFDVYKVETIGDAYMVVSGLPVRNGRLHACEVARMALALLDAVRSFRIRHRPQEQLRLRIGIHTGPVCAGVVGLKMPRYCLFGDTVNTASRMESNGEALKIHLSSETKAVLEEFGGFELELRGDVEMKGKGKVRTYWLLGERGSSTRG
GC-B act: human GC-B receptor activators, primary screen, HEK293 GC-B cells, cGMP TR-FRET, EC30 CNP | Atrial natriuretic peptide receptor 2 (Homo sapiens), P20594 | 0% at EC30 CNP, 100% saturating CNP | activation, % at 10 µM | 0.11% of 370,000 active;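 active = activation at 10 µM reaching about 35% in either raw or pattern-adjusted values, limit read from the data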
ASAP1 GAP inh: inhibitors of human ASAP1 ArfGAP activity, primary screen, biochemical, fluorescence polarization | inhibition, % at 16.5 µM | AID 624377, 2012 | 0.19% of 360,000 active | ASAP1-stimulated ARF1 GTP hydrolysis, GDP FP detection | Arf-GAP with SH3 domain, ANK repeat and PH domain-containing protein 1 (Homo sapiens), …; in the data active = inhibition above about 25%;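 note: 0% = vehicle with enzyme and substrate and 100% = no enzyme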
sPLA2-III inh: human group III sPLA2 inhibitors, primary screen, biochemical, QFRET, BODIPY PC-A2 liposome substrate; 0.56% of 370,000 active; inhibition, % at 12.2 µM; QFRET BODIPY PC-A2 liposome hydrolysis, fluorescence;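 active = inhibition above mean plus 3 SD of compounds lying within the high and low control bounds, cut at about 19% in these data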;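 note: 0% = median of test compound wells and 100% = no enzyme DMSO wells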
ADAM10 inh: human ADAM10 inhibitors, primary screen, biochemical, QFRET, HTS. recombinant ADAM10, EDANS/DABCYL FRET peptide cleavage, 3 h. inhibition, % at 7 µM. 0.62% of 370,000 active. AID 720582, 2013;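 active = inhibition above a per-campaign cutoff equal to the mean of compounds falling between control-based bounds plus 3 SD, cut at about 20% in these data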;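 note: 0% = DMSO wells while the 100% control is not disclosed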
KLK7 zymogen act: proKLK7 zymogen activators, primary screen, biochemical, fluorescence intensity; activation, % at 7 µM; 0.9% of 370,000 active; purified proKLK7, EDANS-DABCYL substrate fluorescence; 100% is mature enzyme control, 0% vehicle;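 active = activation above the mean of all tested compounds plus 3 SD, computed per campaign excluding outliers beyond control limits, cut at about 13% in these data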
Numbers without * were called inactive; i = inactive; nt = not tested or not shown.

SMILES	FXN GAA850 act	DDE Tn6 FP inh	ARFGAP1 inhibitor	rCAG binder	NPR1 activator	GC-B act	ASAP1 GAP inh	sPLA2-III inh	ADAM10 inh	KLK7 zymogen act
O=C1CCC(c2ccccc2)=NN1Cc1c(F)cccc1Cl	0.9	-5.6	8.1	-5.7	2.3	4.7	17.2	4.0	7.5	-0.1
CCOC(=O)C1=C(COC(=O)C(C)(C)Oc2ccc(Cl)cc2)NC(=O)NC1C (configuration not stated)	-0.3	8.6	6.3	-3.8	-13.8	-6.7	-3.9	-6.7	3.2	-0.5
NC(Cc1ccc(Cl)cc1)c1csc(Nc2ccc(C(=O)NCCCO)cn2)n1 (configuration not stated)	1.5	-3.7	2.5	9.5	3.4	4.3	1.0	2.4	-26.3	0.2
Cc1ccc(N(C(=O)Cn2nnc(-c3ccc(C)o3)n2)C(C(=O)NC2CCCC2)c2ccncc2)cc1 (configuration not stated)	1.0	3.2	7.4	0.5	-3.4	-2.8	-2.9	-3.8	-3.8	0.4
COCCOC(=O)C1=C(C)N(c2ccccc2)C(=O)NC1c1cccc([N+](=O)[O-])c1 (configuration not stated)	4.0	-3.0	2.8	-4.8	-0.5	-6.6	-9.0	3.0	10.3	-0.1
CC(C)NC(=O)N(C)C[C@@H]1Oc2ccc(NC(=O)Nc3ccc(C(F)(F)F)cc3)cc2CC(=O)N([C@H](C)CO)C[C@@H]1C	1.5	-3.2	-5.5	-1.9	1.4	-2.1	1.5	-38.1	15.0	0.7
CCCc1cc(=O)oc2c3c(cc(OCC(=O)NCc4ccccn4)c12)OC(C)(C)CC3	-1.0	2.4	-10.5	-6.7	-2.5	-10.7	-10.9	-5.5	i	-12.0
CCC(=O)Nc1ccc(C(=O)Nc2cc(C)on2)cc1	1.2	2.1	7.3	-1.5	-3.7	-1.7	-0.3	-4.3	0.4	0.4
COc1cccc(NC(=O)COc2ccc3c(c2)CCC3)c1	1.3	7.8	-8.8	-0.7	6.1	0.9	3.2	-1.7	1.4	-0.5
CCOCCCNC(=O)C(c1ccc(OC)cc1)N(Cc1ccc2c(c1)OCO2)C(=O)CNC(C)=O (configuration not stated)	-0.2	0.9	-1.7	-5.3	-4.1	-0.3	8.6	1.8	8.6	-0.1
Cc1ccc(-c2nc(NCCN(C)C)c3ccccc3n2)cc1	7.0	5.7	-1.1	4.8	0.6	-5.0	-6.8	-10.6	-2.6	0.1
Cc1ccc(-n2c3nc(=O)[nH]c(=O)c-3cc3cc([N+](=O)[O-])ccc32)cc1C	2.4	-8.7	5.3	2.2	-15.4	-8.5	10.3	18.0	-7.2	-0.7
CC(C)CCN(C)c1ccc(/C=N/n2cnnc2)cc1	0.5	2.9	4.1	0.5	-1.4	-6.0	-1.7	7.3	-11.6	-0.8
CCOc1ccc(C2C(C(=O)c3ccc(C)o3)=C(O)C(=O)N2c2cc(C)on2)cc1OC (configuration not stated)	0.0	-1.5	-1.3	12.9	10.6	4.6	-4.0	-4.0	-7.0	0.6
CCCC(=O)N(Cc1cc(=O)[nH]c2ccccc12)c1ccccc1OC	0.9	5.3	-11.8	2.6	-8.3	-11.4	3.2	-3.1	-8.7	0.0
CCN(CC)C(=O)C1CCCc2c1[nH]c1ccc(Cl)cc21 (configuration not stated)	-4.1	-3.0	-0.7	3.6	-2.0	-1.5	-6.1	-15.7	-36.5	1.6
COc1ccc(OC)c(NC(=O)CC(NC(C)=O)c2ccccc2)c1 (configuration not stated)	1.9	1.3	0.2	-2.4	-2.8	0.1	-7.7	6.0	-6.5	-0.7
O=S(=O)(Nc1nc2c(s1)CCCC2)c1ccc(F)cc1	1.0	-5.2	-14.7	5.9	5.0	3.7	12.3	-3.7	16.6	-0.7
CCC(CO)Oc1cc(NCc2ccc(C)cc2)c2ncn(C(C)C)c2c1 (configuration not stated)	2.9	4.6	-2.9	-3.2	6.0	13.8	13.7	2.4	-20.6	0.1
Cc1[nH]n(C(N)=S)c(=O)c1N=Nc1ccc(Br)cc1	1.5	-5.7	3.0	2.8	3.0	-0.2	-2.2	7.4	-2.4	0.1
COc1ccc(OC)c(C2=NS(=O)(=O)N(C)C(C(=O)Nc3ccc(C(C)=O)cc3)=C2)c1	-3.4	3.1	0.8	3.9	-4.8	0.2	-25.2	-9.6	17.5	-0.1
CCOc1ccccc1C(=O)Nc1ccc(C(=O)c2ccccc2)cc1	1.3	2.9	-4.7	0.6	-3.6	-7.2	-4.7	-2.1	2.3	-0.2
COc1ccc(CCC(=O)OCC(=O)c2ccc[nH]2)cc1OC	-0.8	-6.6	1.6	2.7	1.9	-0.4	4.5	-0.3	-12.8	-0.2
O=C(/C=C/c1ccc([N+](=O)[O-])cc1)OCc1cnc(-c2ccccc2)o1	-1.4	5.7	9.0	0.6	-0.8	2.3	8.5	3.1	-8.8	-0.7
C=CCn1c(SC(C)C(=O)NCC2CCCO2)nnc1-c1ccc(OC)cc1 (configuration not stated)	-0.2	-3.3	3.0	-0.5	-2.1	7.9	5.7	10.4	-14.5	0.2
O=Nc1[nH]c(=O)c(/C=C(\O)c2ccccc2)nc1NO	3.5	-1.2	4.7	8.6	4.7	-1.7	15.0	15.1	10.0	-0.3
CCOC(=O)c1nnn(CC(=O)Nc2cc(Cl)ccc2C)c1C(=O)OCC	-0.8	0.5	2.8	1.8	-2.7	-5.9	-0.3	-5.1	-4.4	-1.3
O=C(CCCn1c(=S)[nH]c2ccc(Br)cc2c1=O)NCC1CCCO1 (configuration not stated)	0.5	4.7	-7.4	-1.8	0.8	-5.4	1.4	6.0	-1.5	-0.1
CC(=O)Nc1ccc(N2CCCCC2)cc1	-0.2	-4.3	-4.2	-0.2	-1.2	0.5	-1.8	2.9	-2.7	0.4
Cc1cc(C)cc(NC(=S)NN)c1	-0.3	-9.5	5.1	2.3	0.7	-0.1	9.9	16.6	-7.8	0.2
CCn1cc(-c2cc(C(=O)O)c3ccccc3n2)cn1	0.3	-3.8	-8.2	2.4	-1.4	2.6	-5.4	1.9	i	3.6
C=CCSc1nnnn1-c1ccc(OC)cc1	1.1	-4.5	11.7	1.7	1.7	1.4	-2.4	8.3	-2.5	0.0
COCCOC(=O)C1=C(C)Nc2ncnn2C1c1ccc(F)cc1 (configuration not stated)	0.1	5.7	7.7	-2.2	2.1	-2.1	8.7	2.6	-5.0	-0.3
Nc1nonc1-n1nnc(C(=O)N/N=C/c2ccccc2Cl)c1CN1CCOCC1	-0.1	-0.8	1.1	0.1	-3.7	2.1	2.6	0.5	-1.9	-0.1
CCCSC(=S)c1c(C)[nH]n(-c2ccccc2)c1=O	1.0	-2.7	5.6	6.9	4.3	5.8	6.2	12.9	14.1	0.4
O=C(Nc1ccc(Cl)cn1)c1cccc(S(=O)(=O)N2CCCCC2)c1	0.0	-4.5	6.3	-4.2	-0.7	-0.6	-8.8	-7.3	5.9	0.1
Cn1cccc1C(C#N)c1ccccc1C#N (configuration not stated)	0.5	-1.9	-3.6	6.4	-1.3	-1.0	2.7	-8.0	6.3	-0.3
COc1ccccc1CN1CC(C(=O)N(C)CCOc2ccccc2)CCC1=O (configuration not stated)	2.6	13.7	10.2	-4.8	1.1	2.4	-1.1	0.4	-0.4	0.4
COc1cc(OC)cc(C(=O)Nc2ccc([N+](=O)[O-])cn2)c1	0.9	3.6	3.7	0.7	5.5	1.7	6.5	5.1	-6.4	0.1
Cc1ccsc1C(=O)OCC(=O)c1cc(C)n(CC2CCCO2)c1C (configuration not stated)	-14.8	0.4	-0.9	-5.9	3.5	4.0	2.0	-1.6	-0.1	0.7
CCc1ccc([C@H]2[C@@H]3C(=O)C[C@@H]4C(=O)N(Cc5ccccc5)C(=O)[C@@H]4[C@@H]3CN2S(=O)(=O)c2ccc(C)cc2)cc1	nt	-10.2	-4.8	12.4	-2.0	1.5	16.2	-31.1	23.1*	-0.5
O=C1ON=C(c2ccc(Cl)cc2)/C1=C/c1ccc(O)cc1	nt	-2.5	10.8	14.4	9.2	8.0	2.7	-6.2	0.9	-0.9
C/C(=N\NC(=O)c1ccc(NS(=O)(=O)c2cccs2)cc1)c1ccc2ccccc2c1	0.5	4.9	-3.1	19.2	-5.3	-6.2	2.6	3.1	-12.9	-4.3
CC(=O)NC(c1ccccc1)c1nc(-c2ccccc2C)cs1 (configuration not stated)	-2.4	3.8	-0.7	3.1	2.5	-1.3	-5.9	2.8	-2.9	0.5
COc1ccccc1S(=O)(=O)N(C)C[C@@H]1OCc2cnnn2CCCC(=O)N([C@@H](C)CO)C[C@H]1C	0.4	-3.5	-1.3	1.1	-0.3	0.0	-4.8	-1.6	-7.6	-0.3
O=C(CSCc1ccccc1Br)N/N=C/c1ccc2c(c1)OCO2	0.0	2.8	-14.3	0.7	-5.2	5.1	-4.5	-13.2	-3.9	-0.1
CCOc1ccc(NC(=O)C2CCCN2C(=O)OCc2ccccc2)cc1 (configuration not stated)	-1.3	3.8	9.6	-6.4	-4.0	-0.3	2.4	0.1	3.1	-0.5
COC(=O)C[C@H](NC(=O)Cn1cnc(C(=O)Nc2ccc(C)c(C)c2)n1)C(=O)OC	2.2	-1.3	6.3	-0.6	5.8	3.0	-0.3	8.3	-9.7	-0.3
COc1ccc(CNC(=O)c2sc3nc(C)c(Cl)c(C)c3c2N)cc1	nt	-7.6	nt	4.4	4.4	-1.5	nt	1.2	-273.1	-202.2
CN(CC1COCCO1)c1nc2nonc2nc1N1CCSCC1 (configuration not stated)	1.9	0.8	3.1	7.7	2.2	4.3	4.6	7.2	9.9	0.2
CCOc1ccc(Cn2c3ccc(OC)cc3c3nc4ccccc4nc32)cc1	2.2	2.2	3.5	0.8	4.1	1.7	-4.1	3.4	0.8	-0.8
CCCC[n+]1ccn(-c2nc3ccccc3nc2[N-]S(=O)(=O)c2ccccc2)c1	-0.5	-3.6	-6.0	-1.2	-0.2	-3.3	-4.5	3.9	6.0	-0.4

Gathered by group: those above containing a furan ring, fused or not
SMILES	FXN GAA850 act	DDE Tn6 FP inh	ARFGAP1 inhibitor	rCAG binder	NPR1 activator	GC-B act	ASAP1 GAP inh	sPLA2-III inh	ADAM10 inh	KLK7 zymogen act
Cc1ccc(N(C(=O)Cn2nnc(-c3ccc(C)o3)n2)C(C(=O)NC2CCCC2)c2ccncc2)cc1 (configuration not stated)	1.0	3.2	7.4	0.5	-3.4	-2.8	-2.9	-3.8	-3.8	0.4
CCOc1ccc(C2C(C(=O)c3ccc(C)o3)=C(O)C(=O)N2c2cc(C)on2)cc1OC (configuration not stated)	0.0	-1.5	-1.3	12.9	10.6	4.6	-4.0	-4.0	-7.0	0.6

Screens: PubChem BioAssay, several laboratories
